HT1080 viability = HT1080 cell viability loss – fluorescence readout (AID 620). HT1080 viability, fluorescence; higher % means a stronger effect. one-dose cytotoxicity, % at 10 µM; EC50 in µM for titrated hits. hit rate 0.42% among 87,000; in the data active = cytotoxicity above about 50%;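 note: cells exposed to compound overnight then 4 h with Alamar Blue; 0% = vehicle DMSO and 100% = killing control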
* = called active by the depositor. A portion of the library, so the mix of outcomes need not match the whole.

structure	HT1080 viability
CCCN(CCO)CCCc1ccccc1	0.8%
COC(=O)c1c(NC(=O)Cc2cccs2)sc(C(=O)NC2CCCCC2)c1C	10.9%
CC(Cc1ccccc1)C(=O)NCc1nc2ccccc2s1 (stereo unspecified)	-8.8%
O=c1c([N+](=O)[O-])c(N2CCCCC2)c2ccccc2n1-c1ccccc1	-2.6%
C=CCOC(=O)C1=C(C)NC(SCC(=O)OCC)=C(C#N)C1c1ccc(C)cc1 (stereo unspecified)	-12.7%
Cc1cc(C(=O)COC(=O)C2=NNC(=O)CC2)c(C)n1-c1ccc(OC(F)F)cc1	-14.0%
FC(F)(F)c1ccc(C2[C@H]3CN(Cc4ccc(-c5ccccc5)cc4)[C@H](c4ccccc4)C34CC2(c2cccnc2)C4)cc1 (stereo partly specified)	3.7%
CC(C)NC(=O)c1sc2nc(-c3cccs3)cc(-c3cccs3)c2c1N	-22.3%
COc1cc(-n2c(=O)c3ccccc3n(Cc3ccccc3)c2=O)cc(OC)c1OC	2.1%
CC(=O)Nc1ccccc1NS(=O)(=O)c1ccc(Cl)cc1	-7.4%
C[N+](C)(C)CC/C=C1/c2ccccc2CSc2ccccc21	5.2%
CCOc1ccc(C(C)=O)cc1CC(C(N)=O)C(N)=O	0.9%
COC(=O)/C(C(C)=O)=C(/C=C/C=C/N(C)C)N(C)C	10.4%
CCOC(=O)c1c(NC(=O)CSc2nnc(-c3cccnc3)o2)sc2c1CCC2	1.6%
COc1cccc(NS(=O)(=O)c2ccc3c(c2)CCCN3C(C)=O)c1	1.4%
CC(=O)NC(CC(=O)Nc1cccc(S(=O)(=O)N2CCCCC2)c1)c1ccccc1 (stereo unspecified)	-3.3%
Cc1cc(NC(=O)CCC(=O)N(Cc2ccco2)C(C(=O)NC2CCCC2)c2ccccc2C)no1 (stereo unspecified)	4.9%
O=C(CSc1ncn[nH]1)N1CCN(S(=O)(=O)c2ccc(Cl)cc2)CC1	0.3%
CC(=O)Nc1ccc(S(=O)(=O)N2CCN(c3ccccn3)CC2)cc1	-11.4%
COc1ccc2nc(NC(=O)c3cc(S(=O)(=O)N4CCOCC4)ccc3C)sc2c1	-7.3%
CC(NC(=O)CN(C)Cc1nc2ccccc2c(=O)[nH]1)c1ccccc1 (stereo unspecified)	5.1%
C=CCNc1nc(-c2ccc(Cl)cc2)cs1	1.6%
Cc1ccc(/C(N)=N/OC(=O)Oc2ccccc2)cc1	-6.6%
COc1ccc(/C(=N/O)C(C)(C)NO)cc1	-7.1%
Cc1ccc(S(=O)(=O)NC2=NCN(CCOC(=O)c3ccccc3)CN2)cc1	-5.5%
COc1ccccc1NC(=O)COC(=O)c1cnccn1	12.3%
O=C(/C=C/c1ccc(Br)o1)OCc1ccccc1	-14.3%
CC(C)C1N=C(c2ccc3c(c2)OCO3)CC(c2ccccc2O)N1 (stereo unspecified)	2.3%
COc1ccc(CCNC(=O)NC23CC4CC(CC(C4)C2)C3)cc1OC	-18.5%
CC(C)(C)c1ccc(C(=O)Nc2ccc(N3CCOCC3)cc2)cc1	2.4%
Cc1ccc2[nH]c3c(c2c1)CN(C(=O)CN(C)CC1OCCO1)CC3	-6.0%
COC(=O)c1ccc(NC(=O)Nc2ccc(C)cc2)cc1	9.6%
COc1ccc2c(C)cc(N3CCN(c4ccc(F)cc4)CC3)nc2c1	15.6%
CC1=C(C(=O)Nc2cccnc2)C(c2ccc3c(c2)OCO3)C2=C(CCCC2=O)N1 (stereo unspecified)	-0.2%
C[C@@H](C(=O)NCCF)[C@H]1C[C@]1(C)[C@H](NC(=O)OCc1ccccc1)c1ccccc1	-24.1%
N#CC(C(=O)Nc1ccccc1)=C1Nc2ccccc2N1	19.6%
CCC(Sc1nc2ccccc2c2nc3ccccc3n12)C(=O)NCc1ccco1 (stereo unspecified)	0.0%
O=C(NC(=O)c1ccncc1)NC(c1ccccc1)c1ccccc1	-4.3%
O=C(CSCc1ccccc1)Nc1ccc(Cl)cn1	20.2%
CN(C)c1ccc(C=Nc2ccccc2)cc1	4.4%
CCCCCCCn1ccc(=N)cc1	-6.9%
Cc1c(Br)c([N+](=O)[O-])nn1C(C)C(=O)NCc1cccnc1 (stereo unspecified)	12.6%
CC(C)CNS(=O)(=O)c1ccc(CCC(=O)NCc2cccnc2)cc1	-4.4%
CCCCC(=O)Nc1ccc(C(=O)OC2CCCCC2)cc1	-0.2%
COc1cccc(/C(O)=C2/C(=O)C(=O)N(c3ccccn3)C2c2ccc(OC)c(OC)c2)c1 (stereo unspecified)	0.9%
O=[N+]([O-])c1cnccc1Nc1ccccc1	0.0%
COC(=O)C1C(c2ccc(OC)c(OC)c2)NC(c2ccc(OC)c(OC)c2)C(C(=O)OC)S1(=O)=O (stereo unspecified)	-6.8%
CC(C)(C)C1CCC2(CC1)Nc1cccc3cccc(c13)N2	10.7%
Cc1[nH]c2ccccc2c1C1(O)C(=O)N(C(C)C)c2ccccc21 (stereo unspecified)	-27.9%
CCOC(=O)C1=C(C)N(CCCCCC(=O)O)C(=O)NC1c1ccccc1OC(=O)c1cccs1 (stereo unspecified)	-30.0%
COc1cccc(NC(=O)Nc2c(C)n(C)n(-c3ccccc3)c2=O)c1	13.3%
CSc1nc(-c2ccco2)nn1C(=O)c1ccccc1	-14.3%
O=C(Nc1ccc2ccccc2c1)c1cn(-c2ccccc2)nc1-c1cccs1	4.5%
C/C(=N\NC(=O)Cc1csc(N2CCOCC2)n1)c1ccccc1	12.8%
CC(=O)Nc1ccc(SCC(=O)c2cc(C)n(C)c2C)cc1	3.7%
Cc1nnnn1-c1cccc(C(=O)O)c1	0.3%
CCOC(=O)Cc1csc(NC(=O)CSc2nc3sc(C(=O)O)c(C)c3c(=O)[nH]2)n1	1.7%
COC(=O)c1ccc(C(NC(=O)c2ccco2)[C@]2(C)C[C@H]2C2CCCCC2)cc1 (stereo partly specified)	-9.8%
COc1ccc(C2c3cc(OC)c(OC)cc3CCN2C2CC(=O)N(c3ccccc3)C2=O)cc1OC (stereo unspecified)	10.3%
CCOc1ccc(S(=O)(=O)N2CCCC2)cc1	-14.6%

(cont.)
structure	HT1080 viability
C=CCOc1ccc(CNc2nccs2)cc1OC	-7.1%
Cc1cc2ncn(/N=C/c3ccc(-c4ccccc4)o3)c2cc1C	-13.7%
OC(C#CCN1CCOCC1)(c1ccccc1)C1CCCCC1 (stereo unspecified)	0.8%
CC1CC(C)CN(C(=O)c2ccc3c(c2NCCO)C(=O)c2ccccc2C3=O)C1 (stereo unspecified)	0.1%
Cc1ccc(CNC(=O)[C@H](C)[C@@H]2C[C@@]2(C)[C@@H](NC(=O)OCc2ccccc2)c2ccccc2)c(F)c1F	0.0%
Cc1[nH]n(-c2ccc([N+](=O)[O-])cc2)c(=O)c1C=NCCN1CCN(C(=O)c2cccc(F)c2)CC1	-2.3%
NC(=O)C1CCN(C(=O)COc2ccc3ccccc3c2)CC1	3.9%
COc1ccccc1-c1cc2ccccc2[nH]1	-9.9%
COc1ccc(NC(=S)NCCc2ccccc2OC)c(OC)c1	-4.4%
CC(C)c1ccc(N(CC(=O)NCCSC(C)(C)C)S(C)(=O)=O)cc1	1.0%
CCOC(=O)N1CCN(C2CC(=O)N(c3ccc(Cl)c(Cl)c3)C2=O)CC1 (stereo unspecified)	-2.2%
CCn1c(COc2cccc(C)c2)nc2ccccc21	-23.1%
CC(c1ccco1)N(C(=O)C12CC3(C)CC(C)(CC(C)(C3)C1)C2)c1ccccn1 (stereo unspecified)	-12.3%
O=C(Nc1ccccc1C(=O)N1CCOCC1)c1ccc(F)cc1	-11.3%
COC(=O)[C@@]1(Cc2ccc(OC)cc2)[C@H]2c3cc(C(=O)N(C)C)n(Cc4cc(F)c(F)c(F)c4)c3C[C@H]2CN1C(=O)c1ccccc1	-23.1%
CCc1ccc(C2(O)CC(C(F)(F)F)=NN2C(=O)Cc2ccc([N+](=O)[O-])cc2)cc1 (stereo unspecified)	2.2%
CNC(=O)Nc1nnc(C(C)(C)C)s1	21.4%
CC1(C)CC(=O)C=C(NCCN2CCNCC2)C1	19.4%
Cn1c(=O)n(-c2ccc(Cl)cc2)c(=O)c2c3c(sc21)COC(C)(C)C3	-1.2%
CCN(CC)c1cnn(C/C(=N\OC)c2ccc(Cl)cc2)c(=O)c1Br	-13.7%
COC(=O)[C@@]1(Cc2ccc(F)cc2)[C@H]2c3cc(C(=O)N4CCCC4)n(Cc4ccc(Cl)c(C(F)(F)F)c4)c3C[C@H]2CN1C(=O)c1ccccc1	-40.7%
N/C(Cc1ccc([N+](=O)[O-])cc1)=N\OC(=O)c1ccc([N+](=O)[O-])cc1	-0.2%
COc1ccc(CN2c3cc(S(=O)(=O)N4CCOCC4)ccc3N3CCCC32)cc1 (stereo unspecified)	-5.3%
CCC(CC)c1nnc(NC(=O)c2nc3nc(C)cc(C)n3n2)s1	12.8%
Cc1ccc(CSCC(=O)Nc2ccc3c(c2)OCO3)cc1	-0.3%
CC(=O)CSc1nc2ccccc2o1	-3.3%
CCCCC1(O)CC(C(F)(F)F)=NN1C(=O)COc1ccccc1 (stereo unspecified)	-3.9%
O=C(C1CC(c2ccccc2O)=NO1)N1CCc2ccccc2C1 (stereo unspecified)	1.8%
O=S(=O)(c1cccc2nsnc12)N1CCN(C/C=C\c2ccccc2)CC1	5.0%
CC(C)(C)C(=O)Nc1nnc(Cc2ccccc2)s1	-0.1%

Molecules from the list above with a cyano group, in the order listed:
structure	HT1080 viability
C=CCOC(=O)C1=C(C)NC(SCC(=O)OCC)=C(C#N)C1c1ccc(C)cc1 (stereo unspecified)	-12.7%
N#CC(C(=O)Nc1ccccc1)=C1Nc2ccccc2N1	19.6%

Structures listed so far containing a COOH group, in the order listed:
structure	HT1080 viability
CCOC(=O)C1=C(C)N(CCCCCC(=O)O)C(=O)NC1c1ccccc1OC(=O)c1cccs1 (stereo unspecified)	-30.0%
Cc1nnnn1-c1cccc(C(=O)O)c1	0.3%
CCOC(=O)Cc1csc(NC(=O)CSc2nc3sc(C(=O)O)c(C)c3c(=O)[nH]2)n1	1.7%

The list goes on.
structure	HT1080 viability
CCSc1nc(N)c(C#N)c(-c2ccco2)c1C#N	1.5%
CCOC(=O)c1cnc2c(-c3ccc(Cl)cc3)c(C)nn2c1N	-12.7%
Cc1noc(C)c1S(=O)(=O)Nc1ccc(C(=O)N2CCCCC2)cc1	0.4%
CC(OC(=O)CCCc1nc2ccccc2s1)C(N)=O (stereo unspecified)	-8.8%
COc1cccc(CN2CCN(S(=O)(=O)c3ccc(Br)cc3)CC2)c1	-13.1%
C=CC(=O)Nc1ccc(Br)cc1	5.2%
C/C(Cn1cnc([N+](=O)[O-])n1)=N\NC(=O)c1cccc(F)c1	0.6%
COc1ccccc1NC(=O)CSc1nnc(C)n1CC1CCCO1 (stereo unspecified)	4.1%
CC(C)CN1C(=O)c2ccc(C(=O)NCc3ccc4c(c3)OCO4)cc2C1=O	-2.1%
CCOc1ccc(NC(=O)C2CCN(C(=O)NC3CCCCC3)CC2)cc1	-13.7%
COC(=O)c1ccc(C(/C=C/[C@@H](C)C(=O)NCCc2c[nH]c3ccccc23)NC(=O)OCc2ccccc2)cc1 (stereo partly specified)	-4.3%
COc1oc(-c2ccccc2C)nc1C(F)(F)F	-14.5%
Cc1noc(C)c1S(=O)(=O)N1CCC(C(=O)NCCc2ccc(S(N)(=O)=O)cc2)CC1	-6.5%
CCCCn1c(Cc2ccccc2)nnc1SCC(=O)Nc1cc(C)on1	-6.4%
O=C1COc2ccc(C(=O)c3ccccc3C(=O)NCc3ccco3)cc2N1	-1.4%
Cc1[nH]n(-c2ccccc2)c(=O)c1C1(C(F)(F)F)C(=O)N(c2ccccc2)C2=C1C(=O)CC(C)(C)C2 (stereo unspecified)	-8.5%
CCOC(=O)C1=C(O)/C(=C/c2cn(CC(=O)NCC3CCCO3)c3ccccc23)SC1=Nc1ccc(C)cc1 (stereo unspecified)	-5.6%
CCOC(=O)C1=C(COc2ccccc2)NC(=O)NC1c1ccc2ccccc2c1 (stereo unspecified)	-31.7%
CCOC(=O)CN1C(=N)N(c2nc(NC(C)C)nc(NC(C)C)n2)CC1=O	20.5%
Cc1cc(C)nc(SCC(=O)Nc2sc3c(c2C#N)CCC(C)C3)n1 (stereo unspecified)	-3.6%
CCOC(=O)COc1ccc(S(=O)(=O)Nc2ccc(C)cc2)cc1	-7.1%
CN1C[C@@H]2C(c3ccccc3)C3(c4ccc(C#N)cc4)CC2(C3)[C@H]1c1ccccc1 (stereo partly specified)	-32.3%
N#Cc1c(NC(=O)c2ccc(Cn3cc(Br)cn3)o2)sc2c1CCCCC2	-19.0%
CN(c1ccccc1C(=O)N1CCN(c2ccccc2)CC1)S(C)(=O)=O	4.6%
CN(CC(=O)N1CCN(c2ccccn2)CC1)S(=O)(=O)c1cccc2nsnc12	10.6%
Cc1nnc(N2CCN(c3ccccc3)CC2)c2nn(-c3ccccc3F)c(C)c12	-8.3%
CCN(CC)c1ccc(Nc2nc(N3CCOCC3)c3ccccc3n2)cc1	26.4%
O=C(Nc1ccc(N2CCCC2)cc1)C(Cl)c1ccccc1 (stereo unspecified)	0.8%
Cc1ccc(C(=O)O/N=C/C2=C(Cl)c3ccccc3CC2)cc1	23.1%
C[C@H](Nc1ncnc2sc3c(c12)CCC3)C(=O)O	-4.2%
CCCCCn1c(=O)[nH]c2cc(C(=O)NCCc3ccc(OC)c(OC)c3)ccc2c1=O	-2.8%
Cc1cccc(C(=O)Oc2csc(=S)n2C(=O)c2cccc(C)c2)c1	8.2%
O=C1NC2(CCCC2)N=C1c1ccc(F)cc1	-4.4%
CCOC(=O)c1c(N)n(C2CC(C)(C)NC(C)(C)C2)c2nc3ccccc3nc12	-2.2%
CCOC(=O)CSc1nc2ccc(C)cc2[nH]1	-10.4%
